Cneo AK release – Cryptococcus neoformans cell lysis inducers, primary screen, AK release luminescence, single concentration | C. neoformans lysis, adenylate kinase release luminescence, 4 h; normalised: neutral wells 0, clomiphene wells 100 | lysis activity, % at 15 µM | 360,000 compounds, 0.2% hits;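 active means mean lysis activity across replicates of at least 80%, whatever share of replicates individually reach that level; inactive means mean lysis activity below 80%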
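Test system: log-phase Cryptococcus neoformans yeast cells. Input: 5 × 10^6 yeast cells/mL. Medium: fresh YPD growth medium. Doses: single dose. Incubation: static 4 h at 37 °C with compound, 1 h detection. Measured by: luminescent adenylate kinase detection reagent. Read-out: signal increase indicating cell lysis. Benchmarks: Clomiphene.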
esBAF inh – Bmi1 luciferase reporter increase in mESCs, primary screen, esBAF inhibitor project, mouse ES cells, Bmi1 luciferase knock-in, single point. 24 h; 100% = twice the neutral-well signal. reporter increase, % at 12.5 µM. 350,000 compounds, 2% hits; in the data active means activation above about 40%; inconclusive means no clear call, values can overlap the other calls;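 further: 0% = median of the plate's neutral control wells and 100% = double that signal; a rise in the Bmi1 reporter signal indicates esBAF inhibition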
SIRT5 inh – SIRT5 desuccinylase inhibitors, primary screen, biochemical, fluorescence imaging, single point, set 5; AID 652115, 2013; 330,000 compounds, 1.1% hits; NAD-dependent protein deacylase sirtuin-5, mitochondrial (Homo sapiens), Q9NXA8; Purified SirT5, succinyl-peptide AMC, trypsin-coupled fluorescence; inhibition, % at 15 µM; in the data active means inhibition above about 15%; inconclusive means no clear call, values can overlap the other calls
Target sequence (Q9NXA8 whole entry, looked up): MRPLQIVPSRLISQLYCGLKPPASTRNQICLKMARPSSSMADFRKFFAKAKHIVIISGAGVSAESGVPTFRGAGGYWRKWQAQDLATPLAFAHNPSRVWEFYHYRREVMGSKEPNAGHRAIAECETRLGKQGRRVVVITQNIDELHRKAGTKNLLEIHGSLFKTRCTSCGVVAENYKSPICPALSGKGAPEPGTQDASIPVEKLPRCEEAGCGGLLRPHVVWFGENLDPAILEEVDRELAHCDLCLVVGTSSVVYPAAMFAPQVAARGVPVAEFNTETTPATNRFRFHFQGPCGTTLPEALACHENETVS
ERp5 block – inhibitors of ERp5-driven insulin aggregation, primary screen, biochemical, turbidity, absorbance 650 nm, single point; Protein disulfide-isomerase A6 (Homo sapiens), Q15084; 90 min; inhibition, % at 9.99 µM; 350,000 compounds, 0.05% hits;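 active means mean replicate inhibition above about 25%, with every replicate also reaching it, limit read from the data, passing the limit was not always enough; inconclusive means only one of those two criteria met; inactive means neither criterion met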
Target sequence (Q15084 whole entry, looked up): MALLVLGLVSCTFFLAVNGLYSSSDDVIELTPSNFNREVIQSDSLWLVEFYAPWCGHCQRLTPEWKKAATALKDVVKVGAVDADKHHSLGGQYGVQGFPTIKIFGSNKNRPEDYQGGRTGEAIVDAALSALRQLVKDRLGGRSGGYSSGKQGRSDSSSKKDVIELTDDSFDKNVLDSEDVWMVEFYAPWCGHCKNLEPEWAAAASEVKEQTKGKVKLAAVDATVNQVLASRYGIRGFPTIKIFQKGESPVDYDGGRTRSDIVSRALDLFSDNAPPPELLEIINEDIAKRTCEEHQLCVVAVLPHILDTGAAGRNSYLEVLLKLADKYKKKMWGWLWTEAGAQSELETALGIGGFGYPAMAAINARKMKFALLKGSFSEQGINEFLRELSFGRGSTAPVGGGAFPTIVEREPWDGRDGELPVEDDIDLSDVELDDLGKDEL
miR-122 sensor – miR-122 Renilla sensor signal increase in Huh7, primary screen, miR-122 inhibitor project, cell-based, single point, plate reader; Huh7 miR-122 Renilla luciferase sensor, 48 h; neutral wells = 0, positive control = 100; activation (reporter increase), % at 12.5 µM; 340,000 compounds, 0.3% hits; AID 602342, 2012;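 active means mean replicate activation score at least 90 and every replicate individually at or above 90; inconclusive means only one of the two criteria met; inactive means neither criterion met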;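 further: higher luciferase means less miR-122 activity so hits act as miR-122 inhibitors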
ARNT-TACC3 inh – disruptors of ARNT/TACC3 protein interaction, primary screen, biochemical, AlphaScreen, single concentration; Transforming acidic coiled-coil-containing protein 3 (Homo sapiens), Q9Y6A5; AlphaScreen His-ARNT PAS-B/GST-TACC3 binding, luminescence; TACC3 fragment carries E629A point mutation; inhibition, % at 9.99 µM; 390,000 compounds, 0.66% hits; AID 623870, 2012;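 active means mean inhibition of replicates at least 50% and at least half of replicates each reaching 50%; inconclusive means half or more replicates reach 50% but mean below 50%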;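 further: 0% = complete ARNT plus TACC3 wells and 100% = ARNT alone without TACC3; many hits fall short of the cut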
C2C12 statin – suppressors of statin myotoxicity in C2C12 myotubes, primary screen, cell-based, single point, plate reader; 330,000 compounds, 0.78% hits; AID 602340, 2012; C2C12 myotubes + simvastatin, ATP luminescence, 48 h; scaled: DMSO 0, geranylgeraniol control 100; rescue of ATP level, % at 7.49 µM;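 active means mean ATP rescue above about 67%, or every replicate alone reaching that limit, limit read from the data, passing the limit was not always enough; inconclusive means no clear call, values can overlap the other calls; inactive means mean under the limit and some replicate under it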;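 further: myotubes were challenged with 10 µM simvastatin during compound exposure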
* marks the source's active call; other numbers are inactive results; ? = inconclusive; . = no result given; [ ] = dose if it differs, or a comment. No enrichment for hits. Share with any hit: about 4%.

SMILES | Cneo AK release | esBAF inh | SIRT5 inh | ERp5 block | miR-122 sensor | ARNT-TACC3 inh | C2C12 statin
O=C(Nc1ccccc1)C1CC2CCC1C2 (stereo not drawn) | 2 | 2 | 2 | 4 | -6 | 6 | 2
CC1CN(c2nc(Nc3ccccc3F)nc(N)c2[N+](=O)[O-])CC(C)O1 (stereo not drawn) | -2 | -4 | -1 | 3 | 1 | 6 | 1
CC(=O)Nc1ccc(SC[C@H](Cc2ccccc2)N2CC[C@@H](C(C)(C)C)CCC2=O)cc1 | 2 | 2 | 5 | 2 | 7 | 4 | -5
COc1ccc(S(=O)(=O)NCC(=O)N(CC(=O)NCc2ccco2)C2CCCC2)cc1 | -2 | 8 | -1 | 2 | -2 | 0 | 15
CCCCC[n+]1ccn(-c2nc3ccccc3nc2[N-]S(=O)(=O)c2ccccc2)c1 | 2 | . | -4 | 5 | 20 | 22 | .
COCCSc1nnc(NC(=O)c2ccco2)s1 | -1 | 7 | -25 | 1 | 4 | -5 | 11
Cn1c(SCC2CCCO2)nnc1-c1ccc([N+](=O)[O-])cc1 (stereo not drawn) | . | . | 4 | -6 | . | 1 | .
C=C(C)c1cccc(C(C)(C)NC(=O)N2CCCC(C)C2)c1 (stereo not drawn) | 2 | -1 | . | . | -7 | -8 | 6
CCC1(C)N(O)C(C)(C)C(c2ccc(OC)cc2)=[N+]1[O-] (stereo not drawn) | -2 | -8 | . | . | -5 | -7 | 17
COC(=O)c1sc(NC(=O)c2c(OC)cccc2OC)c(C#N)c1C | 1 | -11 | -1 | 10 | 3 | 3 | 0
c1ccc(COc2cccc(CNn3cnnc3)c2)cc1 | 1 | -5 | 6 | 1 | -2 | 2 | -1
O=C(CN1CCOCC1)NCC[C@H]1CC[C@@H](NC(=O)Nc2ccccc2)[C@@H](CO)O1 | 45 | -2 | 0 | -1 | . | -2 | -5
CC1CCCCN1C(=O)CN1C(=O)c2ccccc2S1(=O)=O (stereo not drawn) | 2 | 1 | -4 | -2 | 17 | -4 | -4
CC(=O)Nc1ccc(Nc2ccc(S(=O)(=O)C(F)(F)F)cc2[N+](=O)[O-])cc1 | 1 | . | 0 | 0 | -9 | 10 | .
COc1ccc(NCc2nnc(-c3ccccc3)o2)cc1 | 10 | 7 | -5 | -10 | 5 | 7 | 40
Cc1ccccc1CN1C(=O)C2(OCCCO2)c2ccccc21 | -1 | -4 | 0 | -1 | . | 2 | 2
COc1ccccc1NC(=O)c1c(O)c2ccccc2[nH]c1=O | . | . | -4 | 3 | . | 8 | .
C[C@H](CO)N1C[C@H](C)[C@@H](CN(C)S(=O)(=O)c2ccc(F)cc2)OCCCC[C@H](C)Oc2ccc(NC(=O)NC3CCCCC3)cc2C1=O | -2 | -1 | 1 | -9 | -11[16.7 µM] | 6 | .
C[C@@H]1CN([C@@H](C)CO)C(=O)c2cc(C#CCc3ccccc3)cnc2O[C@@H]1CN(C)Cc1cccc(C(=O)O)c1 | 1 | 16 | -1 | -3 | 0[16.7 µM] | 3 | 0
CCc1ccc(NC(=O)CCCNC(=O)Cn2cnc3sc(C)c(C)c3c2=O)cc1 | . | -4 | 0 | 0 | -1 | -2 | 4
CCCNC(=O)C1(C)CCCN(C(=O)c2sccc2C)C1 (stereo not drawn) | -2 | -1 | . | -3 | . | . | 0
C[C@H](CO)N1C[C@H](C)[C@H](CN(C)C)Oc2cc(C3=CCCC3)ccc2S1(=O)=O | 48 | -17 | 5 | -4 | 40[16.7 µM] | 9 | 4
CC(C)CN(CC(C)C)C(=O)CN1C(=O)NC2(CCc3ccccc3C2)C1=O (stereo not drawn) | 1 | 2 | -3 | -5 | 1 | 0 | -4
CC1CCN(CCCCOc2ccccc2F)CC1 | -1 | -4 | -3 | 1 | -4 | -2 | -2
Cc1ccc2nc(N(CCN(C)C)C(=O)c3ccc4c(c3)OCCO4)sc2c1 | 5 | 32 | -2 | -2 | -7 | 10 | -6

Carrying on.
SMILES | Cneo AK release | esBAF inh | SIRT5 inh | ERp5 block | miR-122 sensor | ARNT-TACC3 inh | C2C12 statin
COc1ccc(N2CCN(CCC(=O)c3ccc4ccccc4c3)CC2)cc1 | 4 | 7 | -1 | -4 | -11 | 4 | 5
C[C@@H]1CN([C@H](C)CO)S(=O)(=O)c2ccc(-c3ccncc3)cc2O[C@@H]1CN(C)C(=O)c1cccc(F)c1 | -3 | -1 | 0 | -8 | 2[16.7 µM] | . | 17
O=C(Nc1ccc(Br)cc1F)c1ccc2nsnc2c1 | -3 | ? | -4 | -1 | -4 | 30 | -13
CCn1c(O)c(/C=N/n2cnnc2)sc1=S | 1 | -8 | . | . | -1 | . | -1
CCN(CC)C(=O)c1ccc(S(=O)(=O)c2ccccc2)cc1 | 12 | 1 | -2 | 2 | 2 | 0 | 3
CCN1CCN(CC(O)COc2ccc3c(c2)CCC3)CC1 (stereo not drawn) | . | . | -1 | -7 | . | 0 | .
CC1CN(C(NC(=O)c2ccccc2)C(Cl)(Cl)Cl)CC(C)O1 (stereo not drawn) | . | . | 2 | 6 | . | 3 | .
COCCN(CCOC)S(=O)(=O)c1ccc(OC)cc1 | 0 | 0 | . | . | -8 | -6 | .
O=C(Nc1ccc2c(c1)OCO2)N[C@H]1CC[C@@H](CCNC(=O)C2CCC2)O[C@H]1CO | -7 | 4 | -3 | 1 | 1[16.7 µM] | 0 | 1
Cc1ncc([N+](=O)[O-])n1Cc1ccccc1F | 2 | -6 | -10 | 4 | 2 | -11 | 3
CCOC(=O)c1cc2occc2n1CC(=O)Nc1ccc(OC)cc1OC | -1 | 2 | . | . | 2 | 1 | 8
CCC1(C)CC(c2nc(-c3ccc(OC)cc3)cs2)CCS1 (stereo not drawn) | 0 | . | . | . | 10 | -6 | .
CCCNC(=O)[C@@H]1[C@@H](CO)[C@@H]2Cn3c(ccc(-c4ccccc4F)c3=O)[C@@H]2N1C(=O)CC | 6 | 1 | -9 | -1 | 4[16.7 µM] | -2 | -12
Cc1ccc(S(=O)(=O)N2CCN(S(=O)(=O)N3CCOCC3)CC2)c(C)c1 | 0 | -7 | . | . | 0 | 30 | -4
Cc1c(C(=O)N2CCCC2)nnn1-c1nonc1N | -3 | -1 | . | . | -11 | -6 | 1
Brc1cc(Br)c2nc3c(cc2c1)CCC3 | 11 | 4 | 1 | -1 | 0 | -3 | -8
COCC(=O)N1C[C@H](C)[C@H](OC)CN(C)C(=O)c2ccc(NS(C)(=O)=O)cc2OC[C@H]1C | -3 | 9 | -1 | 20 | . | -8 | 3
O=C1OCCC1Sc1nc(-c2ccccc2)cs1 (stereo not drawn) | -2 | -15 | . | . | -4 | -7 | .
Cc1cc(COC(=O)C2N3C(=O)[C@@H](NC(=O)COc4ccccc4)[C@H]3SC2(C)C)on1 (stereo partly drawn) | 2 | -9 | 0 | -2 | -4 | 31 | 2
C[C@@H]1CN([C@@H](C)CO)C(=O)c2cc(NS(=O)(=O)c3ccc(Cl)cc3)ccc2O[C@H]1CN(C)Cc1ccc(C(=O)Nc2ccccc2N)cc1 | 2 | -11 | 3 | -6 | -1[16.7 µM] | 1 | 36
Cc1ccc(S(=O)(=O)N(C)C[C@@H]2Oc3ccc(N(C)C)cc3CC(=O)N([C@@H](C)CO)C[C@H]2C)cc1 | 1 | -1 | -4 | 2 | -3[16.7 µM] | -1 | 10
CO[C@H]1CN(C)C(=O)c2cc(NS(=O)(=O)CC(F)(F)F)ccc2OC[C@H](C)NC[C@H]1C | -2 | -4 | 0 | -2 | 6[16.7 µM] | -1 | 3
O=C(CN1CCOCC1)NCC[C@H]1CC[C@H](NC(=O)Nc2ccc(Cl)cc2)[C@@H](CO)O1 | -1 | -1 | 1 | 0 | . | . | -2
CC(=O)O[C@]1(C(C)=O)CC[C@H]2[C@@H]3C=CC4=CC(=O)C=C[C@]4(C)[C@H]3CC[C@@]21C | -1 | -12 | -2 | 3 | . | 1 | -10
COc1ccc(NC(=O)Nc2ccc3c(c2)C(=O)N([C@H](C)CO)C[C@H](C)[C@@H](CN(C)C(=O)CCCN(C)C)OCCCC[C@H](C)O3)cc1 | 1 | 0 | -3 | 8 | 0[16.7 µM] | -3 | .

A draw from above in order of count of non-hydrogen atoms, rising.
SMILES | Cneo AK release | esBAF inh | SIRT5 inh | ERp5 block | miR-122 sensor | ARNT-TACC3 inh | C2C12 statin
Cc1ccccc1CN1C(=O)C2(OCCCO2)c2ccccc21 | -1 | -4 | 0 | -1 | . | 2 | 2
Cc1ccc2nc(N(CCN(C)C)C(=O)c3ccc4c(c3)OCCO4)sc2c1 | 5 | 32 | -2 | -2 | -7 | 10 | -6
CO[C@H]1CN(C)C(=O)c2cc(NS(=O)(=O)CC(F)(F)F)ccc2OC[C@H](C)NC[C@H]1C | -2 | -4 | 0 | -2 | 6[16.7 µM] | -1 | 3
C[C@@H]1CN([C@H](C)CO)S(=O)(=O)c2ccc(-c3ccncc3)cc2O[C@@H]1CN(C)C(=O)c1cccc(F)c1 | -3 | -1 | 0 | -8 | 2[16.7 µM] | . | 17

Next section:
SMILES | Cneo AK release | esBAF inh | SIRT5 inh | ERp5 block | miR-122 sensor | ARNT-TACC3 inh | C2C12 statin
c1ccc(OCc2nn3c(-c4cccnc4)nnc3s2)cc1 | 1 | 11 | . | . | -9 | -1 | 0
CCN(CC)c1ccc(NC(=O)CCc2nnc3ccc(N4CCCC4)nn23)c(C)c1 | 0 | 2 | . | 4 | -6 | 4 | -13
Cc1ccc(CS(=O)Cc2ccc(C(=O)N3CCN(c4ccccc4)CC3)o2)cc1 (stereo not drawn) | -1 | 6 | 0 | -4 | -8 | -3 | 6
Cc1ccc(S(=O)(=O)N2C(=O)CCC2C(=O)O/N=C(\N)c2ccc([N+](=O)[O-])cc2)cc1 (stereo not drawn) | 3 | -7 | 2 | 1 | -1 | -2 | -12
C/C=C/c1ccc([C@@H]2[C@@H](CO)N(C(C)=O)[C@H]2CN(C)S(C)(=O)=O)cc1 | 0 | 4 | . | . | 0[16.7 µM] | 1 | -1
C[C@H]1CN([C@@H](C)CO)S(=O)(=O)c2ccc(-c3ccc(C(=O)N(C)C)cc3)cc2O[C@H]1CN(C)Cc1ccccc1C(=O)O | 0 | -7 | 2 | 16 | -11[16.7 µM] | 3 | 21
CCCNC(=O)N[C@H]1C=C[C@@H](CC(=O)NC2CCC2)O[C@H]1CO | 0 | 2 | -2 | -7 | . | -9 | -1
CCc1ccc(NS(=O)(=O)c2cc3c4c(c2)CCN4C(=O)CC3)cc1 | -2 | -2 | -1 | 1 | 22 | -12 | 11
CCCNC(=O)CCn1nc(-c2ccc(C)cc2)c2ccccc2c1=O | 3 | -2 | -2 | -2 | -6 | -1 | 27
COc1ccc(NC(=O)N(C)C[C@H]2OCCCC[C@H](C)Oc3ccc(NC(=O)NC4CCCCC4)cc3C(=O)N([C@@H](C)CO)C[C@H]2C)cc1 | -2 | 3 | 0 | -1 | 8[16.7 µM] | 0 | .
CC(=O)/C(=C/c1ccccc1)C(=O)Nc1ccccc1C | 0 | 2 | 0 | 4 | -7 | . | -1
Cc1nn(C)c(C)c1/C=C(\C#N)C(N)=O | . | . | 1 | 1 | . | 1 | .
Cc1cc(O)ccc1N/C=C1\CCCC1=O | -3 | 3 | . | . | 12 | . | 0
O=C1N[C@@H](Cc2ccccc2)COCc2cn(nn2)CC[C@@H]1Cc1ccccc1 | 5 | . | 0 | 6 | . | . | .
